Source: PubChem (several laboratories)
human PMI inhibitors: human PMI inhibitors, high substrate, primary screen, biochemical, fluorescence intensity, high mannose 6-phosphate (AID 1220); inhibition, % at 20 µM; hits with a dose series show IC50 in µM; recombinant PMI enzyme, coupled fluorescence intensity; higher % means a stronger effect; hit rate 0.66% among 190,000
SIAH1 antagonists: Siah-1 peptide-binding antagonists, primary screen, biochemical, fluorescence polarization, rhodamine-plectin, uHTS (AID 1817); E3 ubiquitin-protein ligase SIAH1 (Homo sapiens); Siah-1 / rhodamine-plectin peptide fluorescence polarization; higher % means a stronger effect; displacement, % at 20 µM, or IC50 in µM where a hit was titrated; hit rate 0.02% among 290,000;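 active = displacement of at least 50% at 20 µM, with a fluorescence ratio check between 0.3 and a set limit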;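 note: plate controls were Siah plus tracer with DMSO for no effect and tracer alone without Siah for full effect; strong numbers were not always called active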
Hep lipid drop: inhibitors of hepatocyte lipid droplet formation, primary screen, imaging, high-throughput imaging, BODIPY stain | AML12 mouse hepatocytes, oleate lipid droplets | inhibition, % at 6.5 µM | hit rate 0.4% among 240,000;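 active = lipid droplet intensity inhibited by at least 50%, with more than 500 cells counted; inconclusive = wells with under 300 cells, treated as cytotoxic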
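System: AML12 hepatocytes (mouse). Probe or stimulus: oleic acid at 100 µM to induce lipid droplet formation. Times: overnight treatment with compound plus oleate. Detection: Image-based BODIPY and DAPI two-channel analysis. Evaluation: percent inhibition of filter-corrected integrated lipid droplet intensity per well.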
XIAP antagonists: XIAP antagonists, biochemical, IAP family, fluorescence polarization (AID 1018). E3 ubiquitin-protein ligase XIAP (Homo sapiens). XIAP BIR domain, fluorescence polarization peptide displacement; higher % means a stronger effect. one-dose displacement, % at 20 µM; IC50 in µM for titrated hits. hit rate 0.007% among 200,000; in the data active = displacement above about 50%; note: a part of the inactive calls stands beside numbers as strong as those of hits
human PMI inhibition: inhibitors of human PMI, primary screen, biochemical, fluorescence intensity, coupled assay (AID 1209). one-dose inhibition, % at 20 µM; IC50 in µM for titrated hits. Mannose-6-phosphate isomerase (Homo sapiens). hit rate 0.42% among 190,000. purified PMI enzyme, coupled fluorescence intensity; higher % means a stronger effect;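 note: plate controls were DMSO vehicle for no effect and wells lacking substrate for full effect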
M1AAP inhibition: P. falciparum M1AAP inhibitors, biochemical, fluorogenic H-Leu-NHMec substrate, 1536-well (AID 1445); Aminopeptidase N (Plasmodium falciparum (isolate 3D7)); recombinant M1AAP, H-Leu-NHMec fluorogenic kinetic assay; higher % means a stronger effect; inhibition, % at 30 µM; hits with a dose series show IC50 in µM; hit rate 0.42% among 220,000;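 active = primary inhibition above the hit cutoff, then over 50% inhibition at one or more dose response concentrations, cut at about 23% in these data, passing the limit was not always enough; inconclusive = conflicting primary data, or primary hits not chosen for dose response; inactive = low primary inhibition, or under 50% at every dose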;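 note: plate controls were DMSO full reaction for no effect and no enzyme background for full effect; strong numbers were not always called active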
TNAP activators: human TNAP enzyme activators, primary screen, biochemical, luminescent, no phosphate acceptor, uHTS (AID 1001) | purified TNAP, luminescent activation assay, no phosphate acceptor; higher activation fold means a stronger effect | activation fold at 20 µM, or EC50 in µM where a hit was titrated | hit rate 0.03% among 200,000; in the data active = activation fold from about 3, or a potency from the dose series; inactive = the rest, 99 in 100 with activation fold below about 1.6; note: many of its hits are not listed in these tables
P. falciparum M17LAP: P. falciparum M17LAP inhibitors, primary screen, biochemical, fluorogenic H-Leu-NHMec substrate, 1536-well (AID 1619); recombinant M17LAP, H-Leu-NHMec fluorogenic kinetic assay; higher % means a stronger effect; one-dose inhibition, % at 30 µM; IC50 in µM for titrated hits; hit rate 0.38% among 220,000;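 active = compound inhibiting the enzyme by more than half at any dose during confirmatory dose-response retesting; inconclusive = strong single-dose inhibitors picked by rank but not retested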;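 note: plate controls were full reaction with DMSO carrier for no effect and no enzyme background for full effect; strong numbers were not always called active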
K1F lysis inhibition: inhibition of K1F phage lysis, E. coli UTI89, bacterial capsule biogenesis inhibitors, alamar blue (AID 488966). E. coli UTI89 K1F phage lysis, alamar blue, 2 h; higher % means a stronger effect. inhibition, % at 100 µM; hits with a dose series show IC50 in µM. hit rate 0.02% among 340,000;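 active = phage lysis inhibition, versus mean bacterial control, above a set limit; inconclusive = no clear call, values can overlap the other calls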;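 note: capsule biogenesis inhibitors block K1F phage lysis so surviving cells raise fluorescence; higher fluorescence means more inhibition of phage lysis; actives were called in the ten point dose series up to 300 µM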
Hep lipid drop cells 6.5 µM: second read-out of Hep lipid drop, no call of its own (marks repeat the call); cell count; measured here: cell count, cytotoxicity flag;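 cells counted across two imaged fields per well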
* = called active by the depositor; i = inactive; ? = inconclusive; · = not tested or not shown; [ ] = another dose, or the depositor's remark. Cut-off read from the data, not from the text of the source, unless noted: active = inhibition above about 50%; inactive = the rest.

SMILES	human PMI inhibitors	SIAH1 antagonists	Hep lipid drop	Hep lipid drop cells 6.5 µM	XIAP antagonists	human PMI inhibition	M1AAP inhibition	TNAP activators	P. falciparum M17LAP	K1F lysis inhibition
Cc1nnc(SCC(=O)Nc2ncc(Cl)cc2Cl)n1Cc1ccccc1	-8.1%	-3.7%	4.1	718	-2.7%	-2.1%	3.3%	1.1	1.5%	1.9%
CCOc1ccc(-n2c(SCc3ccc(C#N)cc3)nnc2-c2cccnc2)cc1	2.0%	2.4%	·	·	-3.9%	9.3%	3.0%	1.1	4.9%	0.0%
Cc1cccc(NC(=O)CSc2nnc(CCNC(=O)OC(C)(C)C)o2)c1C	·	2.0%	-6.0	791	·	·	5.9%	·	-1.6%	-0.6%
CCC1CCCCN1CCCNC(=O)Cn1nc(-c2ccccc2)ccc1=O (stereo not given)	8.0%	2.5%	·	·	-5.0%	10.2%	3.9%	1.1	1.9%	0.3%
CCCn1nnc(NC(=O)c2ccc(-c3ccccc3)cc2)n1	-0.2%	-1.3%	12.9	754	-4.5%	-0.1%	5.6%	1.1	-3.5%	0.2%
Cc1cc(-c2nc3cccnc3s2)ccc1NS(=O)(=O)c1cccs1	2.7%	-1.4%	15.9	778	-1.2%	-2.7%	?	1.1	-40.9%	0.1%
CCNc1nc(-c2ccc(Cl)cc2)cs1	-3.8%	-3.0%	·	·	-4.7%	-1.7%	12.7%	1.1	-9.1%	-0.2%
O=C(O)CSc1c2c(nc3cc(C(=O)N4CCCC4)ccc13)CCCC2	-3.4%	-4.8%	-2.2	743	-7.0%	-12.7%	7.7%	1.1	-0.4%	-0.3%
O=C(CSc1nnc(COc2ccc(Cl)cc2)o1)OC1CCCCC1	14.5%	-3.8%	-13.9	695	-5.0%	17.0%	5.6%	1.1	-3.0%	4.6%
O=C1CC(c2ccco2)Sc2nc3ccccc3n21 (stereo not given)	36.9%	-5.9%	·	·	-3.2%	44.9%	-2.6%	1	10.6%	0.3%
COc1ccc(CN(C)CC(=O)NC(=O)NCc2ccccc2)c(OC)c1	-0.6%	-0.2%	-0.1	638	-5.9%	0.7%	0.1%	1	-7.1%	10.0%
COc1ccc(-n2nc([N+](=O)[O-])c(=NCCc3cccc(C)c3)n2O)cc1	0.8%	0.9%	3.3	686	-1.0%	-7.3%	11.7%	1	12.6%	0.1%
Cc1ccc(OCCOCCNC(C)C)c(Br)c1	1.2%	6.7%	·	·	-19.3%	4.3%	9.5%	1.1	7.4%	3.7%
CCOC(=O)c1sc(NCCNc2nc(C)c(C(=O)OCC)s2)nc1C	-0.4%	0.4%	·	·	-4.4%	-3.7%	·	1.1	·	·
CC(C)[C@H](N)c1nnc(SC/C=C/c2ccccc2)o1	0.6%	1.3%	·	·	-4.9%	-2.1%	-2.7%	1.1	4.7%	0.4%
Cc1cccc(Oc2sc(C(=O)c3ccccc3)c(N)c2C#N)c1C	27.0%	3.0%	·	·	-4.3%	16.4%	-0.5%	1	-0.2%	0.0%
Cc1ccc(C(=O)CNc2ccc(F)cc2)cc1	-10.1%	6.3%	-11.4	599	-2.4%	-16.0%	15.8%	1.1	33.0%	4.5%
O=C(Nc1ccc(N2CCCCCC2)cc1)c1ccccc1Cl	27.3%	3.7%	3.2	691	-16.0%	21.5%	-5.8%	1.1	3.8%	-0.7%
COc1ccc(NC2CC(=O)N(c3ccc(C(=O)O)cc3)C2=O)cc1 (stereo not given)	17.8%	2.4%	3.1	673	-6.5%	0.2%	-11.2%	1	5.2%	-1.0%
CCOc1ccccc1C(=O)n1nc2nc(C)cc(C)c2c1N	0.9%	-3.5%	·	·	-2.3%	7.9%	3.2%	1.1	1.1%	-1.1%
CCOC(=O)N1CCN(S(=O)(=O)c2ccc(C(=O)Nc3nnc(CC)o3)cc2)CC1	-15.6%	-2.3%	-0.9	580	0.6%	-15.4%	-7.8%	1.2	20.6%	2.9%[50 µM]
C=C1CCN([C@H](C(=O)NCc2ccco2)C(C)C)S(=O)(=O)c2ccccc21	·	-2.4%	-38.7	712	·	·	11.0%	·	6.8%	-0.1%
CCC(C)COC(=O)C(C#N)c1nc2ccccc2nc1N1CCCCC1 (stereo not given)	21.5%	0.4%	·	·	-6.0%	17.4%	11.7%	0.9	-1.0%	0.9%
Cc1ccc(C)c(N(CC(=O)Nc2ccc(-c3nc4ccc(C)cc4s3)cc2)S(C)(=O)=O)c1	0.3%	-4.4%	0.0	638	-2.9%	0.7%	3.8%	1.2	-10.6%	-1.7%
Cn1nc(C(F)(F)F)c(C#N)c1N1CCN(c2ccccc2F)CC1	-8.2%	2.4%	6.3	762	-7.5%	4.8%	2.9%	1.1	0.8%	0.4%
O=C(O)Cc1ccc(O)c(O)c1	·	-2.0%	1.1	778	·	·	1.2%	·	5.7%	7.6%
CC(C)(C)NC(=O)CN(C(=O)CS(=O)CC(=O)Nc1ccc(F)cc1)c1ccccc1 (stereo not given)	-5.6%	3.6%	·	·	0.8%	-22.3%	-1.6%	1.1	13.8%	1.0%
Cc1c(C)n(CC(O)CN(CCO)CCO)c2ccccc12 (stereo not given)	5.1%	-5.9%	3.7	758	-3.8%	-10.6%	0.1%	1.1	2.5%	-0.3%
CCCCOC1(c2ccccc2)NC(=S)NN=C1c1ccccc1 (stereo not given)	6.8%	-3.8%	-1.9	765	-2.2%	3.6%	3.8%	0.9	45.9%	·
CC(Sc1nnc2ccccn12)C(=O)N1CCc2ccccc2C1 (stereo not given)	4.9%	0.7%	17.4	795	-5.3%	4.1%	2.9%	1.1	2.8%	0.4%
COc1ccc2nc(NC(=O)c3ccc4ncsc4c3)sc2c1	-4.3%	0.8%	·	·	-5.2%	-0.1%	-1.5%	1.3	-12.6%	i
COc1ccc(C(=O)C2CCN(C(=S)NCC3CCCO3)CC2)cc1 (stereo not given)	9.9%	-0.5%	28.6	758	-5.3%	0.3%	0.0%	1.1	1.3%	0.2%
CC(C)(C)C(=O)N1CCCC1C(=O)O (stereo not given)	-9.1%	-5.9%	8.0	820	-2.1%	-3.6%	2.3%	1.1	4.5%	0.2%
O=C(Cc1ccc2c(c1)OCCO2)N1CCN(c2ccccc2)CC1	5.2%	20.2%	14.7	678	-4.8%	7.4%	-7.8%	1	17.5%	-1.5%
OC(CNCCc1ccccc1)c1ccccc1 (stereo not given)	0.2%	-1.3%	-9.5	763	-6.7%	-2.1%	-1.1%	1	-1.6%	0.2%
Cc1csc(SCC(=O)NC(=O)C2CCCCC2)n1	-2.7%	8.0%	-1.2	685	-8.0%	-4.1%	10.0%	1.1	9.2%	-0.1%
COc1ccc(Cc2noc(-c3ccccc3)n2)cc1OC	2.0%	3.3%	-3.1	736	-8.3%	-1.4%	7.1%	1	8.6%	0.2%
O=C1[C@@H]2[C@@H]3C[C@@H]([C@H]4ON=C(c5ccc(Cl)cc5Cl)[C@@H]34)[C@@H]2C(=O)N1C1CCCCC1	21.5%	2.7%	-11.1	670	-0.2%	16.8%	-1.6%	1.1	-2.2%	4.5%
COc1ccc(CCNC(=O)CCCn2c(=O)[nH]c3cc(OC)c(OC)cc3c2=O)cc1OC	5.5%	-2.3%	-16.9	766	0.8%	0.9%	-0.2%	1.1	4.3%	-0.5%
Cc1ccc(N2N=C(c3ccc(Br)cc3)CCC2=O)cc1	-25.4%	-7.4%	5.8	548	-4.4%	-21.7%	-0.5%	1.2	-5.0%	8.1%
Cc1ccc(CNC(=O)CS(=O)CC(=O)O)cc1 (stereo not given)	-2.2%	-0.5%	12.8	755	-2.4%	-1.2%	4.7%	1.1	16.5%	0.3%
O=C(NC1CCCCCCC1)c1ccc2c(c1)N(Cc1ccc(F)cc1)C(=O)CS2=O (stereo not given)	-5.9%	2.4%	·	·	-4.1%	0.6%	23.5%*	1.1	-3.9%	2.5%
Cc1ccc(S(=O)(=O)CCc2nnc(NC(=O)c3ccco3)s2)cc1	-6.9%	13.4%	-0.7	695	-6.7%	-13.6%	8.6%	1	7.5%	0.4%
C#CCCCc1nc2ccccc2c(=O)n1N	-5.8%	3.2%	17.7	728	-1.8%	-15.4%	5.4%	1	-4.0%	1.1%[50 µM]
CCCN1CCN(C(=O)c2cc3c(s2)-c2ccccc2S(=O)(=O)C3)CC1	-4.7%	3.5%	·	·	-4.2%	-3.3%	2.3%	0.9	13.1%	·
CN(c1ccc(C(=O)Nc2ccccc2C(=O)N2CCOCC2)cc1)S(C)(=O)=O	-9.1%	3.9%	18.4	719	-0.8%	-7.1%	-0.9%	1.1	9.8%	1.1%
Cc1onc(-c2ccccc2)c1CNS(=O)(=O)c1ccccc1	·	8.9%	-3.8	710	·	·	-0.4%	·	13.5%	-2.2%
O=C(CSc1nc2[nH]ncc2c(=O)[nH]1)c1ccc(Cl)cc1	6.6%	7.5%	-9.5	673	-4.7%	4.7%	3.5%	1.6	0.3%	·
CC(=O)c1n[nH]nc1NC(=O)c1ccccc1	0.9%	-2.5%	·	·	-0.1%	6.0%	2.1%	1.1	-7.9%	0.4%
Cc1ccc(O)c(C(=O)CC(=O)c2ccccc2Cl)c1	-3.9%	5.9%	8.3	658	-2.1%	6.3%	3.9%	1	12.2%	0.1%
COc1cccc(C(O)c2cnc(C(C)C)n2C)c1OC (stereo not given)	4.3%	-2.8%	0.4	775	-6.4%	9.3%	16.7%	1.1	9.4%	0.2%
CCOC(=O)c1ccccc1NC(=O)c1cccc([N+](=O)[O-])c1	0.6%	1.3%	-0.3	707	-3.3%	-9.9%	-2.1%	1.1	-6.6%	-0.5%
COc1ccc(N2CC(C(=O)NCc3cccnc3)CC2=O)cc1 (stereo not given)	-0.2%	-5.9%	·	·	0.4%	1.7%	-6.4%	1	10.6%	0.5%
